# Screening results from PubChem.
# Pol beta inh: inhibitors of human DNA polymerase beta; P06746; Pol beta primer extension/strand displacement, fluorescence kinetic; Potency, µM (highest dose often 114 µM), for inactives: at the top dose activity change, negative = inhibition, hits mostly inhibitors; 340,000 tested, 1.3% active; AID 485314; also: % is scaled to controls: 0 for no effect and ±100 for the full control effect
#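 Curves were derived by four-parameter Hill fits of normalized qHTS data. The kinetic fluorescent primer-extension read was taken at 0 and 10 min after 50 nM substrate, following a 15 min room-temperature preincubation of 10 nM enzyme with compounds.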
# APE1 inh: blocks human APE1 abasic DNA cleavage. Potency, µM (doses to about 65.8 µM), for the others: at the top dose activity change, negative = inhibition, usual class: inhibitors. P27695. 350,000 tested, 0.35% active. recombinant APE1, TAMRA/BHQ-2 abasic DNA cleavage fluorescence;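 also: plate controls were vehicle for no effect and reference inhibitor for full effect; nearly all actives have a fitted effect of over 55% in size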
#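 Step 1: APE1 (0.75 nM) with compound, 15 min RT. Step 2: add 50 nM fluorophore/quencher THF duplex. Step 3: three fluorescence reads 60 s apart (525/598 nm); read 3 minus read 1 = reaction progress.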
# JMJD2A Tudor: inhibitors of human JMJD2A Tudor domain; O75164; 390,000 tested, 4.4% active; Potency, µM (highest dose often 114 µM), for the others: at the top dose activity change, negative = inhibition, actives largely listed as inhibitors; AlphaScreen JMJD2A-Tudor / H3K4me3 peptide binding; also: % is scaled to controls: 0 for no effect and ±100 for the full control effect; nearly all actives have a fitted effect of over 50% in size
# G9a inh: blocks human histone lysine methyltransferase G9a. Q96KQ7. Potency, µM (doses to about 102 µM), inactives show at the top dose activity, negative = inhibition, most hits filed as inhibitors. G9a H3K9 monomethylation, AlphaScreen, 2 h. 350,000 tested, 8.8% active; also: % is scaled to controls: 0 for no effect and ±100 for the full control effect; nearly all actives have a fitted effect of over 75% in size
# Target sequence (Q96KQ7 913-1193 limits assumed): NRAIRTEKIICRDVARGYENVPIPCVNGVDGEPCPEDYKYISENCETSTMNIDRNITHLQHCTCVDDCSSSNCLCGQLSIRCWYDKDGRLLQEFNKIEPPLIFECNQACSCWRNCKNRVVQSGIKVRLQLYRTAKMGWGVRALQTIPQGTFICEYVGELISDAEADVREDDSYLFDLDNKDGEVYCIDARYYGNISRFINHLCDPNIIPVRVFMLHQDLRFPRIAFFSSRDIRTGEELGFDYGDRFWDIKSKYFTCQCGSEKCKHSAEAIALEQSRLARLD
#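 G9a (20 nM) was preincubated 15 min with compound, then reacted 2 h at room temperature with 500 nM biotin-H3K9 peptide and 20 µM SAM. Monomethyl-H3K9 detected by AlphaScreen using anti-H3K9me1 antibody.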
# POLK inh: inhibitors of human DNA polymerase kappa; purified Pol kappa, fluorescent DNA synthesis assay, 10 min; Potency, µM (highest dose often 107 µM), without a hit: at the top dose activity, negative = inhibition, hits mostly inhibitors; Q9UBT6; 400,000 tested, 0.53% active; AID 588579; also: % is scaled to controls: 0 for no effect and ±100 for the full control effect
#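 10 nM Pol kappa was preincubated with compounds for 15 min at room temperature. Reaction started with 50 nM (final) substrate. Fluorescence read kinetically at 0 and 10 min.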
# POLI inh: blocks human DNA polymerase iota activity | Pol iota fluorescent replication assay, 10 min | Potency, µM (top dose mostly 115 µM), for the others: at the highest dose activity, negative = inhibition, actives largely listed as inhibitors | Q9UNA4 | AID 588590 | 390,000 tested, 1% active
#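 Pol iota at 10 nM preincubated 15 min with compounds at room temperature; reaction started with fluorescent substrate, 50 nM final. Fluorescence read kinetically at 0 and 10 min; buffer-only wells as negative control.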
# BLM helicase inh: blocks DNA unwinding by human BLM helicase | AID 2528 | recombinant BLM DNA unwinding, fluorescence dequenching | P54132 | Potency, µM (titrated, usually from 56.1 µM), without a hit: top-dose activity change, negative = inhibition, usual class: inhibitors | 350,000 tested, 0.2% active;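 also: plate controls were vehicle for no effect and no enzyme for full effect; nearly all actives have a fitted effect of over 35% in size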
# BAZ2B block: inhibitors of human BAZ2B bromodomain | 360,000 tested, 4.4% active | AID 504333 | AlphaScreen BAZ2B-H3K14Ac peptide displacement | Potency, µM (top dose mostly 114 µM), inactives show at the top dose activity change, negative = inhibition, hits mostly inhibitors; also: % is scaled to controls: 0 for no effect and ±100 for the full control effect; nearly all actives have a fitted effect of over 60% in size
#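 Protein-peptide AlphaScreen: BAZ2B 50 nM, b-H3K14Ac 50 nM, 1x PBS pH 7.4 + 0.01% Tween-20. Preincubation 30 min RT; cpd 30 min RT (top 110 uM); beads 20 min RT, light-protected.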
# Pol eta inh: DNA polymerase eta (human) inhibition | Q9Y253 | recombinant Pol eta, fluorescent DNA replication assay | Potency, µM (top dose mostly 114 µM), for the others: at the top dose activity change, negative = inhibition, hits mostly inhibitors | 390,000 tested, 1.2% active | AID 588591; also: % is scaled to controls: 0 for no effect and ±100 for the full control effect
# Target sequence (Q9Y253 whole entry, looked up): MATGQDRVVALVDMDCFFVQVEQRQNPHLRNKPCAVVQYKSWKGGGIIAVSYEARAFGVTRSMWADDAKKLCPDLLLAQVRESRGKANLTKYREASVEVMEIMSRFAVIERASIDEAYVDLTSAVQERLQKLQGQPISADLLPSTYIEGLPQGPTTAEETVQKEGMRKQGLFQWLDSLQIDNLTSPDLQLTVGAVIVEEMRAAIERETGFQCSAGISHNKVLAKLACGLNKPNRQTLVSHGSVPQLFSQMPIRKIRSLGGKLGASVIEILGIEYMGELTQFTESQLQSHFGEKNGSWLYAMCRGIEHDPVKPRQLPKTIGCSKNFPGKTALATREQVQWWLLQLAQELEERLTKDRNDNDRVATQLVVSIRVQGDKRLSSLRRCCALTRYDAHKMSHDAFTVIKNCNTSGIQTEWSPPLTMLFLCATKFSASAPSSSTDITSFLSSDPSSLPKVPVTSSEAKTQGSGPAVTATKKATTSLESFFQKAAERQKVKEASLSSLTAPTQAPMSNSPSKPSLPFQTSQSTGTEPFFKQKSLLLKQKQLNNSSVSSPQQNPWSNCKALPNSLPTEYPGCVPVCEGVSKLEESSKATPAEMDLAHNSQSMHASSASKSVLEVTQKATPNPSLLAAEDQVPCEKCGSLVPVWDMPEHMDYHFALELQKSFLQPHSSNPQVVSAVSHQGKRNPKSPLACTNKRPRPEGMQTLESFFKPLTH
#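 Pol eta at 10 nM preincubated with compounds 15 min at room temperature; reaction started with fluorescent substrate (50 nM final) and read kinetically at 0 and 10 min.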
# * = called active by the depositor; ? = inconclusive; . = no result given; & = joins results of further samples; [ ] = another dose, or the depositor's remark. Calls follow the shape of the dose curve; as a rule, active = well fitted curve in the direction sought with a large enough effect; inconclusive = small, poorly fitted or top-dose-only effect, or another doubt; inactive = no such curve, though single readings can be large; an effect the other way counts as inactive or inconclusive. Potency is read from the fitted curve at half-maximal effect. These rows are one share of the data (hit frequency here may not be typical).
SMILES,Pol beta inh,APE1 inh,JMJD2A Tudor,G9a inh,POLK inh,POLI inh,BLM helicase inh,BAZ2B block,Pol eta inh
c1ccc(CSCCc2ccncc2)cc1,-3%,3%,-27%,4%[59 µM],-13%,-7%,0%,-3%,2%
CC(=O)Oc1ccc(C(=O)[C@H]2[C@H]3C(=O)N(c4ccc(C)cc4)C(=O)[C@H]3[C@@H]3C=CC=NN32)cc1,0%,-6%,?,3.5µM*,-19%,1%,-7%,-34%,-3%
COc1ccc2[nH]c(C(=O)N3CCNCC3)cc2c1OC,20%,26%,-20%,?,-11%,-9%,-3%,-31%,6%
Cc1ccc(C2C3=C(CC(C)(C)CC3=O)N=C3c4ccccc4C(=O)C32)cc1 (stereo not given),?,-1%,45µM*,5µM*,-12%,-3%,-11%,16µM*,-8%
COC(=O)c1ccc(NC(=O)Nc2ccc(F)cc2)cc1,9%,10%,-7%,25%,-4%,21%,-3%,12%,?
CCc1nnc(NS(=O)(=O)c2ccc(NC(=O)c3cccc(Cl)c3)cc2)s1,-5%,-5%,-8%,-3%,0%,14%,-5%,-12%,-2%
CCN1CCN(C(c2ccccc2Cl)c2c(O)cc(C)n(Cc3ccco3)c2=O)CC1 (stereo not given),9%,.,?,?,-4%[60.1 µM],-5%,1%,-19%,-20%
CC(C)C[C@H]1COCCS(=O)(=O)N1Cc1cccc(Cl)c1,.,.,-3%,.,-10%,7%,.,.,0%
O=C(c1ccccc1-n1cccc1)N1N=C(C(F)F)CC1(O)C(F)F (stereo not given),5%,3%,-24%,-6%,-20%,8%,-9%,?,-13%
O=C(c1ccc(F)cc1F)N1CCCC(c2nc(-c3ccc(F)cc3)no2)C1 (stereo not given),-26%,-1%,-1%,-2%,-12%,30%,-8%,0%,-11%
Fc1cccc(Cl)c1CNc1ccc(N2CCCC2)cc1,11%,-1%,20µM*,1.8µM*,-9%,100%[activator],-2%,13µM*,-14%
CC(=O)Nc1ccc(S(=O)(=O)N(C2=NCC(C)S2)c2ccccc2)cc1 (stereo not given),-4%,12%,-9%,-13%[59 µM],-4%,-12%,0%,8%,-16%
Cc1ccc2c(Cl)cc(Cl)c(OCC(=O)Nc3cccc(S(=O)(=O)N(C)C)c3)c2n1,-1%,-2%,-1%,17%[59 µM],-11%,9%,1%,5%,-12%
COc1ccc(NS(=O)(=O)c2cc(NC(=O)C3CC3)ccc2N2CCOCC2)cc1,25%,-7%,-15%,-1%,-13%,191%[activator],-3%,-18%,-13%
CCOc1ccc(NC(=O)CN2C(=O)C3CCCN3C2=O)cc1 (stereo not given),11%,20%,?,?,-24%,-9%,7%,4%,-11%
COc1ccc(NC(=O)NNC(=O)c2ccc(Cl)cc2Cl)cc1OC,3%,-2%,-15%,0%,-9%,115%[activator],-5%,-34%,?
COC(=O)C/C=C/[C@@H](C)[C@@H](/C=N/OC[C@H]1O[C@H](c2ccccc2)C=C[C@@H]1Oc1ccc(OC)cc1)OC,-18%,-2%,.,23%,.,.,2%,13%,.
Oc1cc2c(cc1O)C(c1ccccc1)CNCC2 (stereo not given),14%[57.1 µM],1%&2%&-4%,32µM*,6.7µM*,-7%[60.1 µM],1%[58.9 µM],-16%,.,-3%[57.1 µM]
Cc1cccc(Cn2c(SCc3ccc(C(=O)NCc4ccccc4F)cc3)nc3ccncc32)c1,17%,.,-15%,-29%[59 µM],6%,20%,-3%,-10%,-8%
CCCCC[C@@H]1C=C(C(=O)O)[C@H](c2ccc(Cl)cc2)N1S(=O)(=O)c1ccc(C)cc1,.,40%,-6%,.,-8%,-7%,.,.,-10%

# In a second layout: 9 of the compounds above
SMILES	Pol beta inh	APE1 inh	JMJD2A Tudor	G9a inh	POLK inh	POLI inh	BLM helicase inh	BAZ2B block	Pol eta inh
CC(=O)Nc1ccc(S(=O)(=O)N(C2=NCC(C)S2)c2ccccc2)cc1 (stereo not given)	-4%	12%	-9%	-13%[59 µM]	-4%	-12%	0%	8%	-16%
Cc1ccc2c(Cl)cc(Cl)c(OCC(=O)Nc3cccc(S(=O)(=O)N(C)C)c3)c2n1	-1%	-2%	-1%	17%[59 µM]	-11%	9%	1%	5%	-12%
COc1ccc(NS(=O)(=O)c2cc(NC(=O)C3CC3)ccc2N2CCOCC2)cc1	25%	-7%	-15%	-1%	-13%	191%[activator]	-3%	-18%	-13%
CCOc1ccc(NC(=O)CN2C(=O)C3CCCN3C2=O)cc1 (stereo not given)	11%	20%	?	?	-24%	-9%	7%	4%	-11%
COc1ccc(NC(=O)NNC(=O)c2ccc(Cl)cc2Cl)cc1OC	3%	-2%	-15%	0%	-9%	115%[activator]	-5%	-34%	?
COC(=O)C/C=C/[C@@H](C)[C@@H](/C=N/OC[C@H]1O[C@H](c2ccccc2)C=C[C@@H]1Oc1ccc(OC)cc1)OC	-18%	-2%	.	23%	.	.	2%	13%	.
Oc1cc2c(cc1O)C(c1ccccc1)CNCC2 (stereo not given)	14%[57.1 µM]	1%&2%&-4%	32µM*	6.7µM*	-7%[60.1 µM]	1%[58.9 µM]	-16%	.	-3%[57.1 µM]
Cc1cccc(Cn2c(SCc3ccc(C(=O)NCc4ccccc4F)cc3)nc3ccncc32)c1	17%	.	-15%	-29%[59 µM]	6%	20%	-3%	-10%	-8%
CCCCC[C@@H]1C=C(C(=O)O)[C@H](c2ccc(Cl)cc2)N1S(=O)(=O)c1ccc(C)cc1	.	40%	-6%	.	-8%	-7%	.	.	-10%

# Next entries.
SMILES,Pol beta inh,APE1 inh,JMJD2A Tudor,G9a inh,POLK inh,POLI inh,BLM helicase inh,BAZ2B block,Pol eta inh
CC1=C(C(=O)OCC2CCCCC2)C(c2ccc(F)cc2F)CC(=O)N1 (stereo not given),13%,.,0%,-1%[59 µM],10%,34%[activator],-1%,-8%,-21%
Cc1cc(C)c2nc(NC(=O)CN3C(=O)NC4(CCCC4)C3=O)sc2c1,.,0%,-19%,?,-6%,110%[activator],.,-1%,-24%
CC(C)CN(C(=O)c1ccc(F)cc1F)c1c(N)n(CC(C)C)c(=O)[nH]c1=O,41%,43%,-15%,-1%,6%,-16%,-6%,5%,-10%
COC(=O)c1cc(-c2cc(OC)ccc2OC)nc2c1c(=O)n(C)c(=O)n2Cc1ccccc1,-2%,-12%,29%,?,-1%,10%,-13%,-2%,-9%
C[C@@H]1CN(Cc2nc(-c3ccc(Cl)cc3)no2)C[C@H](C)O1,31%,-6%,5%,.,0%,-2%,-5%,-2%,-8%
Cc1cccc(S(=O)(=O)NNC(=O)c2cc(-c3ccc(F)cc3)nc3ccccc23)c1,4%,-4%,-19%,8%[12.7 µM],-20%,-24%,-13%,-32%,9%
COc1ccc(-c2cc(C(=O)NCc3ccc(F)cc3)no2)cc1,30%[activator],.,21%,5%[59 µM],4%,7%,-3%,0%,-8%
Cc1ccc(CS(=O)(=O)CCC(=O)NCc2ccccn2)cc1,37%,17%,0%,.,-1%,-1%,0%,9%,-8%
O=C(CN1CCN(S(=O)(=O)c2ccccc2Cl)CC1)NCC1(N2CCOCC2)CCCCC1,.,-1%,-8%,-26%,-3%,8%,.,11%,5%
COc1cc2c(cc1NC(=O)C(C)OC(=O)/C=C/c1ccc(OC(F)F)cc1)oc1ccccc12 (stereo not given),28%,0%,-8%,0%[59 µM],-12%,22%,-7%,4%,-4%
Cn1nnnc1-c1cc(Br)ccc1NC(=O)c1ccccc1,36%,15%,8%,5%[0.0925 µM],8%,16%,-11%,-1%,-9%
CN(C/C=C/c1ccccc1[N+](=O)[O-])Cc1ccccc1,-1%,13%,28µM*,-9%[0.501 µM],-2%,11%,-3%,56µM*,-9%
COC(OC)c1ccnc(-c2ccc(OC(=O)c3ccc(F)cc3)cc2)n1,0%,-6%,52%[activator],65%[activator],-4%,28%,-8%,41%[activator],-11%
CCn1c(CNC(=O)c2cccc(C)c2)nnc1SCC(=O)Nc1nnc(C)s1,5%,20%[12.4 µM],-1%,-7%[59 µM],-4%,26%,2%,6%,-14%
Cc1cc(C)cc(NC(=O)CSc2nc3ccncc3[nH]2)c1,3%,-1%,-12%,-11%,-15%,8%,3%,3%,-8%
COc1ccc(S(=O)(=O)N2CCC(C(=O)NCC3CC3)CC2)cc1,45%,24%,-6%,25%,-11%,-18%,-4%,2%,-1%
CCC(C)(C)NC(=O)c1cc(S(=O)(=O)N2CCCCC2)ccc1N1CCOCC1,5%,-4%,-12%,7%,-1%,31%[activator],0%,-5%,-1%
Cc1cccc(OCCN2CCOCC2)c1C,0%,-2%,-3%,?,2%,-1%,2%,-16%,-19%
Cc1ccc(OCC(=O)Nc2cccc(O)c2)cc1C,-20%,-9%,-24%,-7%[2.33 µM],0%,8%,0%,63%[activator],2%
COc1ccc(-n2nc(C(=O)NCC(=O)Nc3ccc(F)cc3)c3ccccc3c2=O)cc1,54%,-22%,4%,9%,-5%,92%[activator],0%,10%,-9%
CN1CCc2c(sc(NC(=O)CS(=O)(=O)c3ccccc3)c2C(N)=O)C1,.,7%,-21%,50µM*,7%,-11%,.,-11%,7%
CSc1ccc(CCNC(=O)CCc2c(C)nc3c4cccnc4nn3c2C)cc1,1%,.,-13%,5%[59 µM],-12%,-12%,-11%,-10%,-13%
Cc1ccn2c(=O)c(NC(=O)c3cccs3)c(C)nc2c1,.,-7%,-10%,3%,-9%,-18%,.,0%,6%
CCC(C)n1c(SCC(=O)NC(=O)c2cccn2C)nc2ccccc2c1=O (stereo not given),0%,-10%,?,?,-7%,129%[activator],-9%,?,-17%
Cc1ccc(C)c(OCCCCn2cnc3ccccc3c2=O)c1,2%,-9%,23%,-5%,-10%,-7%,12%,40%[activator],-20%
Cc1cc(Cl)c2oc(C(=O)N(C)CCCCN3CCOCC3)c(C)c2c1,-15%,7%,-9%,.,10%,42%[activator],-3%,-15%,-8%
